# Screening results (PubChem BioAssay)
# PAFAH1B2 FP inh = PAFAH1B2 enzyme inhibitors, primary screen, biochemical, fluorescence polarization, human. actives 1.2% (n = 340,000). inhibition, % at 3.39 µM. AID 492953, 2010. Platelet-activating factor acetylhydrolase IB subunit alpha2 (Homo sapiens), P68402. recombinant PAFAH1B2, FP-rhodamine activity probe;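 active means inhibition above the mean of all tested compounds plus 3 SD, cut at about 24% in these data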;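 further: 0% = enzyme with DMSO and 100% = wells lacking PAFAH1B2; many of its hits are not listed in these tables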
# PME-1 primary = PME-1 inhibitors via competitive probe labeling, primary screen, biochemical, fluorescence polarization, FP-Rh probe, HTS. Protein phosphatase methylesterase 1 (Homo sapiens), Q9Y570. recombinant PME-1. inhibition, % at 5.9 µM. actives 0.53% (n = 320,000);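 active means inhibition above the campaign mean of all compounds plus 3 SD, cut at about 26% in these data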;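 further: competitive labeling of PME-1 active site by serine hydrolase directed probe; 0% = PME-1 with DMSO and 100% = wells lacking PME-1 enzyme; inhibitors block probe labeling so polarization falls and inhibition rises; many of its hits are not listed in these tables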
# GSTO1 inh = inhibitors of recombinant GSTO1, primary screen, counter-screen for RBBP9 inhibitor project, biochemical, fluorescence polarization. inhibition, % at 5.96 µM. activity-based probe fluorescence polarization. actives 1.1% (n = 300,000);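 active means inhibition above the campaign mean inhibition plus 3 SD, cut at about 35% in these data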;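 further: 0% = GSTO1-1 with DMSO and 100% = wells lacking GSTO1-1 enzyme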
# PAFAH2 FP inh = PAFAH2 enzyme inhibitors, primary screen, biochemical, fluorescence polarization, human; recombinant PAFAH2, FP-rhodamine activity probe; inhibition, % at 3.39 µM; actives 0.99% (n = 340,000); AID 492956, 2010;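 active means inhibition above the mean over all tested compounds plus 3 SD, cut at about 30% in these data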;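 further: inhibitors block probe labeling of enzyme so polarization drops; 0% = enzyme with DMSO and 100% = wells lacking PAFAH2 protein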
# PAD4 FP inh = human PAD4 inhibitors, primary screen, biochemical, fluorescence polarization, 1536-well format. actives 0.41% (n = 330,000). AID 485272, 2010. inhibition, % at 6.36 µM. Protein-arginine deiminase type-4 (Homo sapiens), Q9UM07. recombinant PAD4, RCA probe fluorescence polarization;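 active means percent inhibition above a cutoff equal to the mean of all tested compounds plus 3 SD, cut at about 15% in these data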;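 further: 0% = PAD4 with RCA probe and DMSO and 100% = probe without PAD4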
# Target sequence (Q9UM07 whole entry, looked up): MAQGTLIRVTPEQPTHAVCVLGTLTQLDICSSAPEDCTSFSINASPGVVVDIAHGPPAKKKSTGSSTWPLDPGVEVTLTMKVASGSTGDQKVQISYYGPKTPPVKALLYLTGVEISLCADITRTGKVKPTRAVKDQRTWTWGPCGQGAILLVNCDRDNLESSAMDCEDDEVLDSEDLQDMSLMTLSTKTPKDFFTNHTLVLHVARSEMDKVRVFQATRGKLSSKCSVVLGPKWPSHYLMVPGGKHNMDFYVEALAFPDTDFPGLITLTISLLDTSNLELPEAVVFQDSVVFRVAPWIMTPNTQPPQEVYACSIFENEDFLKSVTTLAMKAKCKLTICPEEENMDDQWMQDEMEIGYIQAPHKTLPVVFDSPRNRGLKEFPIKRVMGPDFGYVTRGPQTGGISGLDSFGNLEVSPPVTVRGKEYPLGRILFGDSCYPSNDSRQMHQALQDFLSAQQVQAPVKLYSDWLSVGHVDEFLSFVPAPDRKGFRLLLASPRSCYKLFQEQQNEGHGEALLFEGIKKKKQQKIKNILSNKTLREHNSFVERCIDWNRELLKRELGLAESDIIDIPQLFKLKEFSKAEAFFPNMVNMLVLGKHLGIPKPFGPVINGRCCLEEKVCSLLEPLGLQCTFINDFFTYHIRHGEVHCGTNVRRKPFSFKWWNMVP
# PAFAH1B3 inh = PAFAH1B3 enzyme inhibitors, primary screen, biochemical, fluorescence polarization, human | recombinant PAFAH1B3, FP-rhodamine probe | Platelet-activating factor acetylhydrolase IB subunit alpha1 (Homo sapiens), Q15102 | actives 0.28% (n = 340,000) | inhibition, % at 3.39 µM;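 active means inhibition above the screen-wide average of all tested compounds plus 3 SD, cut at about 25% in these data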;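 further: 0% = enzyme with DMSO only and 100% = wells lacking PAFAH1B3 protein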
# LYPLA2 counter = LYPLA2 inhibitors, primary screen, counter-screen for PME1 inhibitor project, biochemical, fluorescence polarization, FP-Rh probe ABPP. recombinant LYPLA2. inhibition, % at 5.9 µM. Acyl-protein thioesterase 2 (Homo sapiens), O95372. AID 2177, 2009. actives 0.38% (n = 320,000);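 active means inhibition above the screen-wide mean plus 3 SD, limit set per campaign, cut at about 26% in these data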;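 further: 0% = LYPLA2 with DMSO and 100% = wells lacking LYPLA2 enzyme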
# pPAFAH FP inh = pPAFAH enzyme inhibitors, primary screen, biochemical, fluorescence polarization, human. Platelet-activating factor acetylhydrolase (Homo sapiens), Q13093. recombinant pPAFAH, FP-rhodamine probe fluorescence polarization. inhibition, % at 3.39 µM. actives 1.5% (n = 330,000). AID 463082, 2010;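 active means inhibition above the mean inhibition across the screen plus 3 SD, cut at about 25% in these data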;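 further: inhibitors block binding of the rhodamine activity-based probe so polarization drops; 0% = enzyme with DMSO and 100% = wells lacking pPAFAH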
# Target sequence (Q13093 whole entry, looked up): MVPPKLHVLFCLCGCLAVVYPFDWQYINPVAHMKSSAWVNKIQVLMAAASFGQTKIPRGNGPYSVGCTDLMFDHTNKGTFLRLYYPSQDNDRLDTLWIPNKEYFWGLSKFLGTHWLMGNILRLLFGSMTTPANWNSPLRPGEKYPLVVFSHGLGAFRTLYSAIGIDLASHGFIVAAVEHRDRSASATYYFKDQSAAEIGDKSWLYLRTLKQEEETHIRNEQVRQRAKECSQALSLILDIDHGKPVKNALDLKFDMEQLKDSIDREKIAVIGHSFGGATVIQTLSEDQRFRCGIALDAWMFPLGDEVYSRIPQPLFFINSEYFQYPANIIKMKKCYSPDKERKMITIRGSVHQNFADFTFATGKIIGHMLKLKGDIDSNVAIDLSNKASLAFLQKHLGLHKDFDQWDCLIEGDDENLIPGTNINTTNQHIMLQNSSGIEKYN
# LYPLA1 counter = LYPLA1 inhibitors, primary screen, counter-screen for PME1 inhibitor project, biochemical, fluorescence polarization, FP-Rh probe ABPP; actives 0.16% (n = 320,000); recombinant LYPLA1; inhibition, % at 5.9 µM; Acyl-protein thioesterase 1 (Homo sapiens), O75608;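 active means inhibition above the mean of all tested compounds plus 3 SD, set per campaign, cut at about 14% in these data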;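 further: inhibitors block serine hydrolase probe labeling of LYPLA1 so polarization falls; 0% = enzyme with DMSO and 100% = wells lacking LYPLA1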
# Numbers without * were called inactive; . = not tested or not shown.
SMILES,PAFAH1B2 FP inh,PME-1 primary,GSTO1 inh,PAFAH2 FP inh,PAD4 FP inh,PAFAH1B3 inh,LYPLA2 counter,pPAFAH FP inh,LYPLA1 counter
Cc1cc(C)c2c(=O)[nH]c(SCc3ccc([N+](=O)[O-])cc3)nc2n1,9.1,9.9,-4.6,-6.1,3.6,1.3,2.2,-3.1,-5.2
CC(=O)N1CCN=C1SCc1cccc(F)c1,5.2,-4.0,-0.8,-4.0,3.4,-2.0,0.3,-4.2,3.0
CCOc1ccc(C(=O)N/N=C/c2ccccc2[N+](=O)[O-])cc1,0.3,6.9,-0.4,4.5,-0.9,-3.3,8.5,6.0,2.0
COc1ccc(-c2csc(NCCc3nc4cc(Cl)c(N5CCCCC5)cc4n3CCOCCO)n2)cc1,4.1,5.9,3.8,4.2,-1.8,13.0,3.3,5.8,-5.7
COC(=O)CNC(=O)Cn1cnc2sc(C)c(S(=O)(=O)N3CCN(c4ccccc4OC)CC3)c2c1=O,3.2,0.2,6.0,0.5,1.2,2.3,4.9,4.8,3.2
Cc1ccc(S(=O)(=O)N2CCC(C(=O)N3CCC[C@H]3C(=O)NCc3ccccc3)CC2)cc1,7.7,19.2,2.1,-0.3,-2.0,3.0,-2.0,-4.3,2.6
COc1cccc(-c2nn(C)c3sc(C(=O)N4CCN(c5ccccn5)CC4)cc23)c1,-0.7,0.8,-4.2,-7.6,-1.0,6.1,2.6,7.6,-7.5
COc1ccc(CN(C)c2ncnc(N)n2)cc1,5.8,-0.1,9.9,7.3,-2.1,10.4,2.4,-3.5,-0.4
O=C(Nc1cccc2ccccc12)C12CC3CC(C1)CC(n1cnc([N+](=O)[O-])n1)(C3)C2,-2.4,4.5,5.8,1.2,-1.5,6.3,9.1,3.5,2.7
Nc1ccc(C(=O)N2CCN(S(=O)(=O)c3ccc(Cl)s3)CC2)cc1[N+](=O)[O-],7.9,-0.9,1.2,3.1,-0.5,3.1,5.3,2.9,-1.8
CCn1c(-c2ccsc2)nc2c1c(=O)[nH]c(=O)n2Cc1ccccc1,3.2,-2.5,-0.2,-6.7,0.8,1.4,0.3,22.6,-0.1
Cc1ccc2cc(/C=N/NC(=O)CN3CCCCC3)c(Cl)nc2c1,6.1,-1.9,0.4,5.0,-4.3,15.0,-1.3,1.5,0.3
CS(=O)(=O)N1c2ccccc2[C@]2(Br)C[C@H]3C(=O)N[C@@H](Cc4ccccc4)C(=O)N3[C@H]12,4.3,-6.9,7.6,-1.4,1.7,0.3,-1.6,-1.6,3.3
Cc1cc(N2CCCC2)ccc1/C=N/n1cnnc1,-4.2,3.7,7.3,7.8,-1.4,2.3,3.5,7.2,-0.4
COc1ccccc1C1=NN(C(=S)Nc2ccccc2)C(c2ccco2)C1 (stereo not given),0.3,-5.5,-5.1,-5.4,-1.6,5.2,9.2,6.8,-0.9
CCN(CC)CCC(c1ccc2c(c1)OCO2)c1c(O)cc(OC)cc1OC (stereo not given),2.8,-4.1,2.9,2.7,-9.0,6.4,0.6,-2.2,2.1
Cc1ccc(C)c(NC(=O)CCN2C(=O)[C@@H]3Cc4ccccc4CN3C2=O)c1,6.3,5.5,2.0,3.4,-1.2,6.2,4.2,5.1,-2.0
CCCCN(CC)S(=O)(=O)c1ccc(C(=O)N=c2sc3cc(NC(C)=O)ccc3n2C)cc1,0.3,-2.1,10.7,-12.7,-9.2,-3.2,-4.0,-1.1,0.0
COc1cccc(-c2nc(CS(=O)CC(=O)NC3CCCC3)c(C)o2)c1 (stereo not given),-0.8,-0.9,2.5,-6.3,-1.0,-5.2,0.6,6.3,-3.7
O=C(CSCc1ccccc1)Nc1cccc(C(=O)Nc2ccccc2C(=O)O)c1,3.7,-9.5,-16.5,-17.8,-0.7,9.6,-10.2,-6.5,-3.6
CCC(=O)Nc1ccc2c(c1)nc1n2CCSC1,-1.8,-1.4,-5.8,-9.0,1.6,1.1,-0.6,1.3,-1.9
CN1CCN(C(=O)c2cc([N+](=O)[O-])ccc2Cl)CC1,-1.4,3.5,-2.5,4.4,0.0,9.1,2.3,-4.5,1.1
O=C(CCc1ccccc1)NCCc1nc2ccccc2[nH]1,1.8,3.7,12.1,-5.1,-1.3,-1.2,-5.6,0.7,-1.6
Cn1cc(CN2CCC[C@H]2CO)c(-c2cccc(Cl)c2)n1,2.9,7.6,7.3,2.8,1.8,2.2,-9.5,4.2,-0.4
Cc1ccn2c(=O)c(C(=O)NCCCN3CCCCC3C)c(O)nc2c1 (stereo not given),1.2,-2.7,2.8,1.7,2.1,-6.0,-6.0,0.0,-1.6

# Further compounds follow:
SMILES,PAFAH1B2 FP inh,PME-1 primary,GSTO1 inh,PAFAH2 FP inh,PAD4 FP inh,PAFAH1B3 inh,LYPLA2 counter,pPAFAH FP inh,LYPLA1 counter
Cc1ccc2nc(SCC(=O)Nc3ccc4sc(C)nc4c3)c(C#N)cc2c1,-1.9,7.7,2.4,-4.6,0.1,2.4,-2.0,-1.2,-3.1
CCCCn1nnc(NC(=O)c2ccc([N+](=O)[O-])cc2Cl)n1,2.6,-2.1,0.1,3.1,-1.0,2.9,-2.5,6.2,-3.1
Cc1cccc(C)c1CC(=O)N1CCOCC1,-1.7,-1.6,3.5,1.4,4.8,7.9,0.3,2.0,-0.2
CCOc1ccc(OCCC(=O)N(CC(=O)Nc2ccccc2C(F)(F)F)Cc2ccco2)cc1,-0.7,-2.4,6.7,-2.8,0.5,5.1,-3.7,9.2,-3.8
COC(=O)c1sc2nc(C)cc(-c3ccccc3)c2c1N,-8.5,2.5,-3.3,0.8,-1.0,-1.6,-3.7,13.0,-1.3
Cc1ccc(CN(C)CC(=O)Nc2cccc([N+](=O)[O-])c2)o1,0.5,0.3,3.9,1.9,-4.2,7.8,-5.8,6.3,-3.3
COc1cccc(C2CC(c3cccs3)=NN2C(=O)CSc2nc3c(cnn3-c3ccc(F)cc3)c(=O)[nH]2)c1OC (stereo not given),2.1,-7.0,5.2,-10.0,6.0,-3.0,6.6,0.6,4.1
COc1ccc(N2C(=O)CC(Cc3ccc(Br)cc3)C2=O)cc1 (stereo not given),10.1,3.1,6.8,-1.2,-2.5,13.8,4.4,0.3,-0.5
COc1ccc(Cn2c(-c3ccccc3C)nc3c(c(=O)c4ccccc4n3C)c2=O)cc1,0.4,1.6,1.6,7.2,-0.9,2.7,-5.9,9.3,-2.4
Cc1nc(NNC(=O)c2ccc(Cl)cc2Cl)cc(-c2ccccc2)n1,0.1,4.5,3.8,-9.0,3.4,8.2,-2.8,3.2,1.4
CC(C)(C)N/C=C(\C#N)S(=O)(=O)c1ccc(Br)cc1,.,5.0,2.1,.,-3.5,.,6.1,2.5,0.5
CC1(C)CC(=O)C=C(NCc2ccccc2)C1,6.1,-2.7,0.2,4.1,1.0,10.3,10.4,-0.7,6.2
CCC(=O)N(Cc1ccco1)Cc1cc2cc3c(cc2[nH]c1=O)OCO3,6.7,-4.9,-0.5,4.9,-3.9,2.7,-2.5,-2.9,0.7
CCc1cc2c(=O)c(-c3nc4ccccc4n3C)coc2c(CN2CCN(C)CC2)c1O,0.8,-1.6,3.6,-2.5,-9.1,0.6,3.1,17.6,4.3
Cc1nn(C(C)C(=O)NC2CCCCC2)c(=O)c2nn(-c3ccccc3)c(C)c12 (stereo not given),7.5,2.4,-4.1,-0.1,-6.3,7.8,-0.3,9.0,2.3
CCCNC(=O)c1nc(C)c(C)nc1C(=O)Nc1cccc(Cl)c1,1.5,2.1,13.9,-2.1,0.1,3.3,-2.0,-0.5,-0.9
O=C(NCc1cccnc1)/C(=C/c1ccccc1)NC(=O)c1ccccc1,5.5,-0.9,4.5,6.8,-3.9,8.1,3.7,-1.5,-5.5
CCc1ccc(CN(C)C(=O)C2CCC(=O)N(Cc3cccc(OC)c3)C2)nc1 (stereo not given),3.0,0.9,-3.2,0.2,-8.6,-2.9,8.7,2.0,2.7
c1ccc(-c2nnc(-c3c[nH]c4ccccc34)nc2-c2ccccc2)cc1,1.0,-21.3,-4.8,11.7,-0.5,-4.7,-29.3,1.8,-23.1
CC(c1ccccc1)N1CC(C(=O)N2CCN(c3ccc(F)cc3)CC2)CC1=O (stereo not given),-2.8,-2.4,6.2,7.8,1.6,1.9,4.3,5.3,5.5
COc1ccc(-n2c(SCC(=O)NCC3CCCO3)nc3c([nH]c4ccccc43)c2=O)cc1OC (stereo not given),-3.5,0.5,-3.3,3.5,-2.3,-4.1,14.0,2.8,2.2
O=C(O)CCN1C(=O)c2ccc(NC(=O)CSc3ccccc3)cc2C1=O,11.7,-1.6,-3.4,1.4,-3.7,8.8,1.7,7.1,-0.5
COC(=O)Cn1c(=NC(=O)c2nc3ccccc3s2)sc2cc(S(N)(=O)=O)ccc21,-2.1,-1.7,-6.1,-13.8,3.6,-5.5,-1.8,1.1,-1.1
Cc1ccc(S(=O)(=O)/C(C#N)=C/c2c(N3CCN(C)CC3)nc3c(C)cccn3c2=O)cc1,6.6,1.1,-8.1,2.7,1.9,-3.9,-1.7,6.4,0.4
CNS(=O)(=O)c1cc(O)c2c(S(=O)(=O)NC)cccc2c1,0.3,8.3,0.7,4.8,-6.4,6.5,0.7,4.5,0.8

# (next part)
SMILES,PAFAH1B2 FP inh,PME-1 primary,GSTO1 inh,PAFAH2 FP inh,PAD4 FP inh,PAFAH1B3 inh,LYPLA2 counter,pPAFAH FP inh,LYPLA1 counter
CCCCN(C(=O)CC(c1ccccc1)c1ccccc1)c1c(N)n(CCC)c(=O)[nH]c1=O,2.1,1.0,2.4,-2.1,4.7,5.4,-3.0,3.3,1.2
CCOC(=O)C1CCN(Cc2oc(CO)cc(=O)c2O)CC1,2.9,-6.4,10.1,-3.6,-1.6,-4.2,0.8,3.0,2.0
CCN(CC)C(=O)Cn1cc(S(=O)(=O)CC(=O)N2CCOCC2)c2ccccc21,4.1,-1.7,1.9,-6.9,-5.4,2.8,-7.9,-1.5,-1.6
CCOc1cc(C(=O)NN2CCOCC2)cc(OCC)c1OCC,-1.7,-5.5,-5.2,3.9,-0.1,7.9,1.1,-2.8,-1.2
CCCCOc1ccc(C(=O)Nc2ccc(S(=O)(=O)Nc3cc(C)on3)cc2)cc1OC,1.8,-3.2,-0.6,-2.9,-1.9,-10.8,-4.9,-4.0,1.1
COCCn1cnnc1SCC(=O)Nc1sc2c(c1C#N)CCC2,11.3,2.9,.,3.5,-1.4,1.0,2.6,15.0,-0.7
COc1ccc(OCC(=O)Nc2cc3c(cc2C(=O)O)OCCCO3)cc1,1.4,-12.0,-3.1,-9.9,11.1,5.1,2.0,-1.1,0.9
COC(=O)c1ccc(C)c(NC(=O)CCCN2C(=O)CN(C)C2=O)c1,-0.9,.,.,-4.4,1.6,0.4,.,-0.9,.
O=C(NC1CCCCC1)C1CCN(S(=O)(=O)c2cccc3nsnc23)CC1,6.8,-4.3,1.1,2.1,-2.9,0.1,0.1,2.8,-1.9
CCOc1cc2c(cc1OCC)C(c1ccccc1)N(c1ccccc1)C(=O)C2 (stereo not given),1.0,-5.4,3.7,3.6,-3.7,5.1,3.2,4.9,1.8
O=C1Cc2cc(S(=O)(=O)Nc3ccc(F)cc3Cl)ccc2N1,1.6,3.3,.,3.3,-5.8,13.5,-3.4,-2.9,-0.8

# These rows are one share of the data, so the mix of outcomes need not match the whole.
